Screening data: PubChem BioAssay, National Center for Advancing Translational Sciences (NCATS)
GLP1R ag: GLP-1 receptor (human) agonism; P43220; HEK293 GLP-1R CRE-luciferase, luminescence, 4-6 h; cells express a hypersensitive GLP-1R form; Potency, µM (titrated, usually from 45.6 µM), for inactives: top-dose activation, actives largely listed as activators; 380,000 compounds, 0.007% hits; AID 624172; also: potency is read from the fitted curve at half-maximal effect; % of control where 0% means no effect
Target sequence (P43220 whole entry, looked up): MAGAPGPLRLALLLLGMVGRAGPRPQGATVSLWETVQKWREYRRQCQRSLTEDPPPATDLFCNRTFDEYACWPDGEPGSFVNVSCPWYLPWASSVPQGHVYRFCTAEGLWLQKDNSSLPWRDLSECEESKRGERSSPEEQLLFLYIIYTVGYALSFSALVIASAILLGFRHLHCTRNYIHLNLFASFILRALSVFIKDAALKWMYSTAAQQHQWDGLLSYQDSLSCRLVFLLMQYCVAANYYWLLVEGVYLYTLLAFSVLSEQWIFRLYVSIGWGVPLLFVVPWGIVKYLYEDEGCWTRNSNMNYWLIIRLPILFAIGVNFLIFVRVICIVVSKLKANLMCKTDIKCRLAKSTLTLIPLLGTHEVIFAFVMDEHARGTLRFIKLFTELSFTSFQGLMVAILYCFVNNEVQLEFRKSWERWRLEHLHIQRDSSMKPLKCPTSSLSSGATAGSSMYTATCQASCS
PTHR1 ag: activates the human parathyroid hormone receptor PTHR1; HEK293 GP2 PTHR1 cells, GloSensor cAMP luminescence, 1 h; 410,000 compounds, 0.075% hits; AID 743266; Q03431; Potency, µM (top dose mostly 115 µM), for inactives: at the top dose activation, usual class: activators; also: potency is read from the fitted curve at half-maximal effect; nearly all actives have a fitted effect of over 55% in size; some results filed as inactive show a strong effect at the top dose; inactives centre near -15; many of its hits are not listed in these tables
Target sequence (Q03431 whole entry, looked up): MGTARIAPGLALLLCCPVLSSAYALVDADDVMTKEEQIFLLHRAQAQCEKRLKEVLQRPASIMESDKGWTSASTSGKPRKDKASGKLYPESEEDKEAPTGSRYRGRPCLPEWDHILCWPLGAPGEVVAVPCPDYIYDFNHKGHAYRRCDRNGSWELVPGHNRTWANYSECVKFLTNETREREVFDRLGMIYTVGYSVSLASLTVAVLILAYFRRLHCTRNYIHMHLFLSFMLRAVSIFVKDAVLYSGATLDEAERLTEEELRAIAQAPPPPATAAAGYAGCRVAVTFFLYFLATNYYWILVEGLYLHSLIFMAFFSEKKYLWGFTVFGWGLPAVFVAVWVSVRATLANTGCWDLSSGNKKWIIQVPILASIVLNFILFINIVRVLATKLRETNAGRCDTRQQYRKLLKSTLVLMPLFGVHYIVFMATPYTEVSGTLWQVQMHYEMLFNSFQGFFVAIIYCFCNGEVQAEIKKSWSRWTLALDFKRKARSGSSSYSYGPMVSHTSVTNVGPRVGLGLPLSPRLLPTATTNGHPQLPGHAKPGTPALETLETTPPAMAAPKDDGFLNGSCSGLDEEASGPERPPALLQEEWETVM
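HEK-293-derived GP2 cells expressing PTHR1 and a GloSensor cAMP reporter, 3,000/well, plated overnight, given luciferin plus IBMX (each 0.5 mM as added) for 1 h at 37 °C, then compound for 1 h at 37 °C. Luminescence was read after 15 min at room temperature.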
EPAC1 antagonist: EPAC1 (human) antagonism | O95398 | 360,000 compounds, 0.14% hits | Potency, µM (top dose mostly 115 µM), without a hit: at the top dose activity change, negative = inhibition, most hits filed as inhibitors | AID 720709 | EPAC1 GEF assay, Rap1b-BODIPY-GDP exchange fluorescence;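 also: potency is read from the fitted curve at half-maximal effect; plate controls were vehicle for no effect and positive control for full effect; nearly all actives have a fitted effect of over 50% in size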
GLP-1R inv ag: GLP-1 receptor (human) inverse agonism | HEK293 GLP-1R CRE-luciferase, luminescence, 24 h; GLP-1R form is constitutively active | Potency, µM (top dose mostly 38.3 µM), for the others: top-dose activity change, negative = inhibition, usual class: inhibitors | 410,000 compounds, 1.6% hits | AID 624417; also: potency is read from the fitted curve at half-maximal effect; % is scaled to controls: 0 for no effect and ±100 for the full control effect; nearly all actives have a fitted effect of over 55% in size
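Using stably transfected HEK293 (constitutively active GLP-1R, cAMP-luciferase reporter), compounds were incubated 24 hr and luciferase measured by luminescence.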
PI5P4Ka inh: blocks human PI5P4K alpha kinase activity; P48426; PI5P4Kalpha enzyme, ADP-Glo luminescence, 60 min; active compounds read low; max response, %; 330,000 compounds, 1.2% hits; active = max response of -50% or lower; inconclusive = between -30% and -50%; inactive = -30% or higher; also: value at the top dose of about 77 µM; % is scaled to controls: 0 for no effect and ±100 for the full control effect
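PI5P4Kalpha ADP-Glo assay; 5 microM ATP final; 60 min RT reaction; HEPES pH 7.4/EGTA/CHAPS, 5% DMSO; controls lacking substrate or enzyme; luminescent end-point.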
IL2 activator: activates IL-2 in a cell-based reporter assay; IL-2 activation reporter assay, cell-based qHTS; stimulated with anti-CD3/CD4/CD28 beads; in transgenic mouse T cells; activation, % (series mostly up to about 46 µM); 360,000 compounds, 0.065% hits; AID 652025; in the data active = activation above about 50%; inconclusive = mostly about 30% to 49%; also: 0% is about no effect
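First, unstimulated transgenic mouse T cells were exposed to compound for 60 min. Next, anti-CD3/anti-CD4-coated beads with anti-CD28 were added. Finally, after 18 h at 37 degrees C, EGFP and DsRed were imaged.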
EPAC1 agonist: activates human EPAC1 exchange factor; O95398; EPAC1 agonist qHTS, biochemical assay; response scale: 100% = response to 6.5 mM cAMP; Potency, µM (highest dose often 154 µM), for inactives: at the highest dose activation, most hits filed as activators; 360,000 compounds, 0.073% hits; AID 720707; also: potency is read from the fitted curve at half-maximal effect; nearly all actives have a fitted effect of over 60% in size
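Normalized to 6.5 mM cAMP, activity reflects EPAC1-catalysed release of BODIPY-GDP from Rap1B, followed kinetically over 30 min at 480 nm excitation, 540 nm emission. Reaction contained 100 nM EPAC1, 250 nM Rap1B-BODIPY-GDP, 50 uM GDP.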
GLP1R cytotox: cytotoxicity counter-screen for GLP-1 receptor inverse agonists; HEK293 cAMP-luciferase reporter cells, luminescence, 24 h; Potency, µM (series often up to 38.3 µM), inactives show at the top dose activity change, negative = inhibition, actives largely listed as inhibitors; 410,000 compounds, 0.13% hits;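 also: loss of luciferase light is scored as toxicity; potency is read from the fitted curve at half-maximal effect; % is scaled to controls: 0 for no effect and ±100 for the full control effect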
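Seeding density was 200 cells/uL; after overnight-length (12 h) culture, 23 nL compounds went on for 24 h at 37 °C. Readout used a luciferase detection reagent, luminescence taken after 12 min at room temperature.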
PLK1 PBD block: PLK1 (human) polo-box domain binding inhibition; P53350; Plk1 PBD binding of FITC phosphopeptide, fluorescence polarization; Potency, µM, for inactives: max response, negative = inhibition, usual class: inhibitors; 360,000 compounds, 2.8% hits; AID 720504; also: potency is read from the fitted curve at half-maximal effect; series mostly up to about 57 µM; % is scaled to controls: 0 for no effect and ±100 for the full control effect; nearly all actives have a fitted effect of over 65% in size
Numbers without * were called inactive; & = joins results of further samples; [ ] = remark or other dose. Unless noted, calls follow the shape of the dose curve; as a rule, active = well fitted curve in the direction sought with a large enough effect; inconclusive = small, poorly fitted or top-dose-only effect, or another doubt; inactive = no such curve, though single readings can be large; an effect the other way counts as inactive or inconclusive.

Results for Cc1cccc2sc(NC(=O)C3CCCN(S(=O)(=O)c4cccc5nonc45)C3)nc12 (stereo not drawn) ?
GLP1R ag: -10.5%; PTHR1 ag: -42.0%[inhibitor]; EPAC1 antagonist: 1.0%; GLP-1R inv ag: 2.7%; PI5P4Ka inh: -3.1; IL2 activator: -0.7; EPAC1 agonist: 6.5%; GLP1R cytotox: 7.1%; PLK1 PBD block: 23.7%&25.3%

Results for N#Cc1c(SCC(N)=O)nc(-c2ccccc2)c2c1CCCC2 ?
GLP1R ag: 0.7%; PTHR1 ag: -13.2%[57.5 µM]; EPAC1 antagonist: -7.6%; GLP-1R inv ag: 8.6%; PI5P4Ka inh: -3.8; IL2 activator: 0.9; EPAC1 agonist: -4.8%; GLP1R cytotox: -1.7%; PLK1 PBD block: -8.2%

What do the screens show for `CN=C1SC(CC(=O)NCCc2ccc(OC)c(OC)c2)C(=O)N1C` (stereo not drawn)?
GLP1R ag: 12.2%&12.8%; PTHR1 ag: -0.5%; EPAC1 antagonist: -0.5%&2.6%; GLP-1R inv ag: -5.9%&-6.9%; PI5P4Ka inh: -2.8&0.6; IL2 activator: 0.3&-1.9; EPAC1 agonist: -4.1%&4.7%; GLP1R cytotox: -5.0%&19.4%; PLK1 PBD block: -6.1%&-7.2%

Results for CC(C)c1ccc(NC2CCCN(C(=O)c3cc(C(C)C)[nH]n3)C2)cc1 (stereo not drawn) ?
GLP1R ag: -4.9%; PTHR1 ag: -9.9%; EPAC1 antagonist: -26.7%; GLP-1R inv ag: inconclusive; PI5P4Ka inh: 3.8; IL2 activator: -2.4; EPAC1 agonist: -6.7%; GLP1R cytotox: -29.5%; PLK1 PBD block: 1.5%

Results for COC(=O)C1CCCCN1C(=O)c1cccc(OC2CCN(C(=O)C3CC3)CC2)c1 (stereo not drawn) ?
GLP1R ag: -3.8%; PTHR1 ag: inactive; EPAC1 antagonist: -3.6%; GLP-1R inv ag: 6.7%; PI5P4Ka inh: 3.5; IL2 activator: 0.4; EPAC1 agonist: -1.6%; GLP1R cytotox: 9.0%; PLK1 PBD block: 3.7%

What do the screens show for `COc1ccc(C(=O)NCc2ccc(-c3nc4ccccc4s3)cc2)cc1OC`?
GLP1R ag: -3.1%; PTHR1 ag: -55.0%[inhibitor][57.5 µM]; EPAC1 antagonist: 10.8%; GLP-1R inv ag: inconclusive; PI5P4Ka inh: 12.1; IL2 activator: 1.7; EPAC1 agonist: -10.7%; GLP1R cytotox: inconclusive; PLK1 PBD block: -8.2%

Results for CCCC(=O)C1=C(O)C(C(=O)OC)C(C)(C)CC1=NC(C)(C)C (stereo not drawn) ?
GLP1R ag: 2.0%; PTHR1 ag: inactive; EPAC1 antagonist: 4.4%; GLP-1R inv ag: 6.7%; PI5P4Ka inh: 1.9; IL2 activator: 0.2; EPAC1 agonist: -4.4%; GLP1R cytotox: -10.1%; PLK1 PBD block: -0.2%

Results for COc1ccc(-c2cn(/N=C/c3ccc(Cl)cc3Cl)c(N)n2)cc1 ?
GLP1R ag: 1.2%; PTHR1 ag: -10.3%[57.5 µM]; EPAC1 antagonist: -9.4%; GLP-1R inv ag: 1.2%; IL2 activator: -2.0; EPAC1 agonist: 11.1%; GLP1R cytotox: 2.2%; PLK1 PBD block: -13.2%

What do the screens show for `O=C(NC(=S)NNC(=O)c1ccccc1O)c1ccc([N+](=O)[O-])cc1`?
GLP1R ag: -0.7%; PTHR1 ag: inactive; EPAC1 antagonist: -5.3%; GLP-1R inv ag: -11.8%; PI5P4Ka inh: -13.1; IL2 activator: -0.6; EPAC1 agonist: 3.0%; GLP1R cytotox: 21.8%; PLK1 PBD block: -18.6%

Results for CCN(CC)S(=O)(=O)c1cccc(C(=O)N/N=C2\CC(=O)CC(C)(C)C2)c1 ?
GLP1R ag: 0.5%; PTHR1 ag: inactive; EPAC1 antagonist: 8.1%; GLP-1R inv ag: -1.7%; PI5P4Ka inh: 7.7; IL2 activator: -0.8; EPAC1 agonist: 15.2%; GLP1R cytotox: -4.0%; PLK1 PBD block: -12.7%

Results for CCN1C(=NCc2ccc(OC)cc2)N[C@@H](c2ccccc2)[C@H](C(=O)OC)[C@H]1C ?
GLP1R ag: -16.7%; PTHR1 ag: -11.9%; EPAC1 antagonist: -1.4%; GLP-1R inv ag: -10.9%; PI5P4Ka inh: -0.7; IL2 activator: 2.9; EPAC1 agonist: 9.2%; GLP1R cytotox: 14.0%; PLK1 PBD block: 6.3%

What do the screens show for `O=C(Nc1ccccc1Oc1cccnc1)C1CCCN(Cc2ccc(F)cc2)C1` (stereo not drawn)?
GLP1R ag: 10.3%; PTHR1 ag: inactive; EPAC1 antagonist: 11.8%; GLP-1R inv ag: inconclusive; PI5P4Ka inh: -2.7; IL2 activator: -1.6; EPAC1 agonist: 1.7%; GLP1R cytotox: -17.7%; PLK1 PBD block: 6.3%

Results for Cn1cccc1Cc1nnc(SCC(=O)N2CCCCCC2)n1CCc1ccccc1 ?
GLP1R ag: 3.9%; PTHR1 ag: -35.2%[inhibitor]; EPAC1 antagonist: -13.4%; GLP-1R inv ag: -18.9%; PI5P4Ka inh: 3.5; IL2 activator: -1.2; EPAC1 agonist: -4.4%; GLP1R cytotox: 5.7%; PLK1 PBD block: -6.8%

Results for Cc1ccc2cccc(NC(=O)c3cccc4c(Br)cccc34)c2n1 ?
GLP1R ag: -3.2%; PTHR1 ag: inactive; GLP-1R inv ag: 1.9%; GLP1R cytotox: 2.1%

How did CN(C)Cc1c(C(=O)N/N=C/C2CC=CCC2)nnn1-c1nonc1N (stereo not drawn) do in these assays?
GLP1R ag: 5.5%; PTHR1 ag: -21.3%; EPAC1 antagonist: 18.0%; GLP-1R inv ag: 11.8%; PI5P4Ka inh: 2.2; IL2 activator: 1.5; EPAC1 agonist: -1.9%; GLP1R cytotox: -2.6%; PLK1 PBD block: 0.1%

What do the screens show for `Cc1ccc(S(=O)(=O)Nc2ccc3c(c2)ncn3C(C)(C)C)cc1`?
GLP1R ag: 5.5%; PTHR1 ag: -4.7%[57.5 µM]; EPAC1 antagonist: -2.4%; GLP-1R inv ag: 8.8%; IL2 activator: 0.9; EPAC1 agonist: 1.5%; GLP1R cytotox: 5.1%; PLK1 PBD block: -10.0%

What do the screens show for `COC(=O)c1ccccc1OCc1cc(=O)oc2ccc(C)cc12`?
GLP1R ag: -5.6%; PTHR1 ag: -33.7%[inhibitor]; EPAC1 antagonist: 6.4%; GLP-1R inv ag: 10.2%; PI5P4Ka inh: 2.0; IL2 activator: -0.6; EPAC1 agonist: -7.4%; GLP1R cytotox: 7.0%; PLK1 PBD block: -3.5%

How did Cc1nn(-c2ccccc2)c2c1C(c1cccc([N+](=O)[O-])c1)N(c1ccccc1)C(=O)N2 (stereo not drawn) do in these assays?
GLP1R ag: -3.4%; PTHR1 ag: inactive; EPAC1 antagonist: -2.7%; GLP-1R inv ag: -30.8%; PI5P4Ka inh: -13.9; IL2 activator: -2.8; EPAC1 agonist: 0.9%; GLP1R cytotox: -8.8%; PLK1 PBD block: 4.2%

What do the screens show for `CCCS(=O)(=O)N1CCCC(C(=O)NCCN(CC)c2ccccc2)C1` (stereo not drawn)?
GLP1R ag: 1.1%; PTHR1 ag: -0.1%[57.5 µM]; EPAC1 antagonist: 7.5%; GLP-1R inv ag: inconclusive; PI5P4Ka inh: 0.1; IL2 activator: 0.6; EPAC1 agonist: -5.0%; GLP1R cytotox: -15.1%; PLK1 PBD block: -7.4%

What do the screens show for `O=C(N/N=C/c1cccc(Cl)c1)C(c1ccncc1)N1CCOCC1` (stereo not drawn)?
GLP1R ag: 2.8%; PTHR1 ag: inactive; EPAC1 antagonist: 1.5%; GLP-1R inv ag: -0.8%; PI5P4Ka inh: 2.9; IL2 activator: -0.8; EPAC1 agonist: 0.1%; GLP1R cytotox: 1.2%; PLK1 PBD block: 7.0%

Results for O=C(Cn1nc(C(=O)O)c2ccccc2c1=O)c1c[nH]c2ccccc12 ?
GLP1R ag: 25.9%; PTHR1 ag: -10.8%; EPAC1 antagonist: 5.8%; GLP-1R inv ag: 30.3%[activator]; PI5P4Ka inh: -10.7; IL2 activator: -2.7; EPAC1 agonist: 13.5%; GLP1R cytotox: 2.0%; PLK1 PBD block: -8.3%

What do the screens show for `COc1ccc(NS(=O)(=O)c2cccc(C(=O)OCC(=O)Nc3cc(C)on3)c2)cc1`?
GLP1R ag: 0.8%; PTHR1 ag: -46.9%[57.5 µM]; EPAC1 antagonist: -0.4%; GLP-1R inv ag: 2.4%; PI5P4Ka inh: 7.3; IL2 activator: -0.7; EPAC1 agonist: -1.1%; GLP1R cytotox: 4.3%; PLK1 PBD block: -5.2%

What do the screens show for `CC(c1ccncc1)C(C)c1ccncc1` (stereo not drawn)?
GLP1R ag: -4.8%; PTHR1 ag: -15.0%; EPAC1 antagonist: 10.5%; GLP-1R inv ag: 2.6%; PI5P4Ka inh: -2.9; IL2 activator: -2.8; EPAC1 agonist: -3.3%; GLP1R cytotox: inconclusive; PLK1 PBD block: -12.3%

What do the screens show for `COc1ccc([C@H]2CC(=O)C=C(c3cccc(Cl)c3O)C2)cc1OC`?
GLP1R ag: -1.6%; PTHR1 ag: -47.2%[inhibitor]; EPAC1 antagonist: -5.3%; GLP-1R inv ag: 19.4%; PI5P4Ka inh: -4.2; IL2 activator: -0.5; EPAC1 agonist: 3.2%; GLP1R cytotox: -26.0%; PLK1 PBD block: -6.5%

These rows are one share of the data; rates above refer to the full screens.
